Assay outcomes deposited in PubChem by Emory University Molecular Libraries Screening Center.
EP2 mod – modulates human prostaglandin E2 receptor EP2 signaling. EP2-expressing cells, cAMP HTRF FRET, PGE2 co-stimulation. induction, % at 25 µM. 260,000 tested, 0.83% active. AID 940;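 active means compounds whose cAMP rise, as percent of the full-agonist control response, exceeds 60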;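 further: rat C6 glioma line stably carrying human EP2 under a CMV promoter; the protocol text gives 20 µM as final concentration; 100% = response of wells given 1 µM PGE2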
Target sequence (P43116 whole entry, looked up): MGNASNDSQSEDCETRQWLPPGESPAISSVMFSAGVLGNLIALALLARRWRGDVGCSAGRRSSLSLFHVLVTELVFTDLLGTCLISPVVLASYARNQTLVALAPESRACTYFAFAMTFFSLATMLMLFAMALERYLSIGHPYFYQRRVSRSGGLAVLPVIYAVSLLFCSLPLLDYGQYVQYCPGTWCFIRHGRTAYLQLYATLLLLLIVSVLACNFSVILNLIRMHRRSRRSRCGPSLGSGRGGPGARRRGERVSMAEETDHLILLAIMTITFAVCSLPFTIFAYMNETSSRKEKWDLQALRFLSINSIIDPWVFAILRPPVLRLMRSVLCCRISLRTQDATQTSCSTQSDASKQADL
* = called active by the depositor. An excerpt; count on the stated rates, not on these rows.

nr	Compound	EP2 mod
1	Cc1cc2cc3c(cc2nc1SCC(=O)Nc1cccc(C)c1C)OCO3	37.5
2	CCCN(C(=O)c1cc(OC)c(OC)c(OC)c1)c1nnc(-c2ccccc2C)s1	-7.6
3	CC1(C)Cc2ccccc2-c2nnc(SCc3ccc(F)cc3)n21	-2.1
4	COc1cccc(CN2CCN(C(=O)c3ccc(OC)c(OC)c3)CC2)c1	-15.7
5	CC1CCCN(C(=O)c2cc3sccc3n2C)C1 (stereo unspecified)	-32.6
6	CC1(C)Oc2ccc(C(=O)NC3CCCCC3)cc2N(CC(=O)N2CCCCC2)C1=O	31.1
7	CCOC(=O)C(C)n1cnc2sc3c(c2c1=O)CCCC3 (stereo unspecified)	-33.2
8	CN1CCN(C(=O)CSc2nc3c(c(C(F)(F)F)n2)CCc2ccccc2-3)CC1	14.3
9	COc1ccc(S(=O)(=O)N(Cc2ccco2)Cc2cc3cc(C)ccc3[nH]c2=O)cc1	-74.8
10	Cc1sc2ncn(C(C)C(=O)O)c(=O)c2c1C (stereo unspecified)	14.1
11	C#CCOc1ccccc1CN1CCC(NC(C)=O)(c2ccccc2F)CC1	-20.6
12	c1ccc(CCN2CNc3nc4ccccc4n3C2)cc1	50.5
13	O=C(C1c2ccccc2Oc2ccccc21)N1C2CCC1CC(O)(c1ccco1)C2 (stereo unspecified)	-31.5
14	CS(=O)(=O)c1cnc2ncnn2c1C1CCCN(C(=O)c2cccnc2)C1 (stereo unspecified)	-21.8
15	CC1CCCN(CC(=O)N2CCC(n3nnc4ccccc4c3=O)CC2)C1 (stereo unspecified)	-14.1

Single entries from the list.
cpd 11 | EP2 mod: -20.6
cpd 14 | EP2 mod: -21.8
cpd 8 | EP2 mod: 14.3

(listing goes on)
nr	Compound	EP2 mod
16	COc1ccccc1NC(=O)C1=C(C)NC2=C(C(=O)CCC2)C1c1cccc(C)c1 (stereo unspecified)	13.8
17	CCc1c(C)sc2ncn(C3CCN(CC(=O)N(C)C)CC3)c(=O)c12	-76.6
18	CCc1nn(CC(=O)N(Cc2ccncc2)C2CC2)c(=O)c2cc3sccc3n12	1.7
19	COc1ccc(CCC2CCN(C)CC2)c(O)c1	-52.3
20	CC1=C(C(=O)OC(C)(C)C)C(c2ccc(OCC(N)=O)cc2)C(C#N)=C(N)O1 (stereo unspecified)	-45.2
21	COCCCn1c(=N)c(C(=O)NCc2ccccc2)cc2c(=O)n3cc(C)ccc3nc21	-5.9
22	CC(=O)c1ccc(N(C(=O)Cc2cccs2)C(C(=O)NC2CCCCC2)c2cccs2)cc1 (stereo unspecified)	46.5
23	Cc1ccc(S(=O)(=O)NCCNCc2cccs2)cc1	-27.7
24	CN(C)CCNC(=O)C(=O)NCC1CCCO1 (stereo unspecified)	-4.8
25	C=CCNC(=O)c1c(O)c2cc(OC)c(OC)cc2[nH]c1=O	12.2
26	Cc1nn(C)cc1S(=O)(=O)N1CCCC(CN2CCOCC2)C1 (stereo unspecified)	-52.1
27	COc1ccc(-n2nnnc2SCC(=O)Nc2cccc(O)c2)cc1	-113.9
28	CCc1nnc(NC(=O)CSc2nc(-c3ccc(Cl)cc3)cs2)s1	-44.9
29	CCN(CC)C(=O)c1ccc(Cl)c(S(=O)(=O)N2CCOCC2)c1	32.9
30	COCCNC(=O)c1cn(C[C@H]2CCCN(C(=O)c3cnn(C)c3C)C2)nn1	-3.8

New compounds follow
nr	Compound	EP2 mod
31	CC1CCCN(c2nc3c(c(=O)[nH]2)CCN(Cc2cccn2C)C3)C1 (stereo unspecified)	-19.2
32	C=CCn1c(SCC(=O)NCc2ccccc2)nnc1-c1ccncc1	-53.1
33	CC1CCc2c(sc3ncnc(SCC(=O)Nc4ccc(N(C)C)cc4)c23)C1 (stereo unspecified)	-2.4
34	Cc1cc(C)c2[nH]c(=O)c(CN(Cc3ccccc3)C(=O)c3cccnc3)cc2c1	-26.9
35	CCc1nn(CC(=O)NCCc2ccccc2OC)c(=O)c2cc3sccc3n12	3.8
36	COc1cc(S(=O)(=O)N(Cc2ccccc2)Cc2cccc(OC)c2OC)ccc1-n1cnnn1	25.3
37	O=C(c1ccccc1F)N1CCC(n2nc(-c3ccco3)ccc2=O)CC1	-9.8
38	Cn1nc(CC(=O)N2CCC(n3nnc(-c4ccc(F)cc4)n3)CC2)c2ccccc2c1=O	-33.8
39	Cc1ccc(NC(=O)Cn2cc(C(=O)c3ccco3)c3ccccc32)cc1	-64.4
40	Cc1ccc(CN(CCCN2CCOCC2)Cc2cnn(C)c2)o1	-4.0
41	CCCC(C)C1C(C#N)=C(N)Oc2n[nH]c(C)c21 (stereo unspecified)	-48.6
42	Cc1nc(SCC(=O)Nc2sc(C)c(C)c2C#N)[nH]c(=O)c1Cc1ccccc1	-64.9
43	C=CCn1c(N2CCC(C(=O)NCCN3CCOCC3)CC2)nc2ccccc21	-61.6
44	Cc1ccc(C2(NCc3ccnc(N4CCCC4)n3)CC2)cc1	16.7
45	Cc1ccc2nc(SCC(=O)N3CCC(C)CC3)c(C#N)cc2c1	-14.9

From compound 39 to 45, as listed above:
nr	Compound	EP2 mod
39	Cc1ccc(NC(=O)Cn2cc(C(=O)c3ccco3)c3ccccc32)cc1	-64.4
40	Cc1ccc(CN(CCCN2CCOCC2)Cc2cnn(C)c2)o1	-4.0
41	CCCC(C)C1C(C#N)=C(N)Oc2n[nH]c(C)c21 (stereo unspecified)	-48.6
42	Cc1nc(SCC(=O)Nc2sc(C)c(C)c2C#N)[nH]c(=O)c1Cc1ccccc1	-64.9
43	C=CCn1c(N2CCC(C(=O)NCCN3CCOCC3)CC2)nc2ccccc21	-61.6
44	Cc1ccc(C2(NCc3ccnc(N4CCCC4)n3)CC2)cc1	16.7
45	Cc1ccc2nc(SCC(=O)N3CCC(C)CC3)c(C#N)cc2c1	-14.9

(continued)
nr	Compound	EP2 mod
46	CCn1c(COc2cccc3ccccc23)nnc1SCC(=O)N1CCOCC1	3.8
47	COCCn1c(SCC(=O)N2CCCCC2C)nc2sc(C)c(C)c2c1=O (stereo unspecified)	-37.2
48	CNC(=O)C(=O)Nc1nccs1	16.7
49	COc1cccc(OC)c1NC(=O)C1CCCN1C(=O)Nc1ccccc1C (stereo unspecified)	-8.6
50	O=c1[nH]c2ccccc2cc1-c1noc(-c2ccncc2)n1	-17.0
51	O=C(NCCC(c1ccccc1)c1ccco1)C1CCCN1 (stereo unspecified)	-47.4
52	COc1cccc(CN2CCN(CC(=O)N3CCCC3)[C@@H](C)C2)c1	13.1
53	Cc1ccccc1OCC(O)Cn1c(NC2CCCCC2)nc2c1c(=O)[nH]c(=O)n2C (stereo unspecified)	-16.6
54	CC(C)(C)COS(=O)OCC(C)(C)C	10.5
55	CCOc1ccc(-c2csc3ncn(CC(=O)OC(C)CC)c(=O)c23)cc1 (stereo unspecified)	42.6
56	Cc1c(C(=O)Nc2ccccc2)sc2ncn(CC(=O)OC3CCCCC3)c(=O)c12	-66.1
57	COc1ccc(-c2cc(C)nc(N)c2C#N)cc1	-25.9
58	CCc1nn(CC(=O)NCCc2cnc[nH]2)c(=O)c2cc3sc(C)cc3n12	2.9
59	COc1ccc(F)cc1S(=O)(=O)N1CCN(c2ccc(F)cc2)CC1	-59.4
60	CC1=CC2=NC(=O)CC(C)(C(=O)N3CCN(C4CCCCC4)C(=O)C3)N2C=C1 (stereo unspecified)	0.0

Later entries
nr	Compound	EP2 mod
61	O=C(CCSc1nc(-c2ccc3c(c2)OCO3)cc(C(F)(F)F)n1)Nc1ccc(O)cc1	-114.4
62	Cc1cccc2c(C(=O)Nc3nnc(Cc4cccc(F)c4)s3)cc(=O)[nH]c12	-30.0
63	CCCC(=O)Nc1sc(C(=O)OCC)c(C)c1C#N	-2.6
64	COc1ccccc1NC(=S)N(CCN(C)C)Cc1cc2cc(C)cc(C)c2[nH]c1=O	-57.4
65	Cc1oc2ccccc2c1CN1CCc2c(nc(N3CCOCC3)[nH]c2=O)C1	-10.0
66	C#CCOc1ccc(/C=C2\C(=O)NC(=O)N(c3ccc(O)cc3)C2=O)cc1	-29.0
67	CCCn1c(SCC(=O)Nc2cccc(Cl)c2)nnc1-c1ccoc1C	28.1
68	Cc1ccc(NC2CC(C)Nc3ccc(C)cc32)cc1 (stereo unspecified)	43.6
69	COCCNC(=O)CN1N=C(c2ccccc2)Cn2c(cc3ccccc32)C1=O	-62.5
70	COc1ccc(-c2cc(=O)c3c(OC(C)=O)cc(OC(C)=O)cc3o2)cc1	1.5
71	COc1ccc(-c2c(C)nn3c(NCc4cccnc4)cc(C)nc23)cc1	-26.3
72	CN(C)c1ccc(CN(Cc2cnc(N(C)C)nc2)C2CC(C)(C)NC(C)(C)C2)cc1	-16.0
73	COCCCn1c(=N)c(C(=O)NC(C)c2ccccc2)cc2c(=O)n3cc(C)ccc3nc21 (stereo unspecified)	5.2
74	Cn1c(SCC(=O)Nc2ccccc2F)nnc1-c1ccncc1	-23.6
75	CCC(c1nnnn1Cc1ccc2c(c1)OCO2)N1CCN(C2CCCCC2)CC1 (stereo unspecified)	7.6

In the list so far, 2 have a tert-butyl group.
nr	Compound	EP2 mod
20	CC1=C(C(=O)OC(C)(C)C)C(c2ccc(OCC(N)=O)cc2)C(C#N)=C(N)O1 (stereo unspecified)	-45.2
54	CC(C)(C)COS(=O)OCC(C)(C)C	10.5

(cont.)
nr	Compound	EP2 mod
76	COc1cc(OC)c2c(OC)c(-c3ccc4c(c3)OCO4)c(=O)oc2c1	62.2*
77	COc1ccc(N2CC(C(=O)OCC(=O)Nc3cccc(C)c3C)CC2=O)cc1 (stereo unspecified)	11.6
78	CCC(=O)NNC(=O)c1c(O)c2ccccc2n(CC)c1=O	16.5
79	CC1CCCN(C(=O)CSc2nc3ccc(C(C)C)cc3cc2C#N)C1 (stereo unspecified)	12.0
80	COc1cc2c(cc1CN1CCn3c(CO)nnc3C1)CCC2	12.5
81	O=C(CCC(=O)N(CC(=O)NC1CCCC1)c1cccc(F)c1)Nc1nccs1	-8.7
82	COc1ccccc1C1(NC(=O)Cc2nc3nc(C)cc(C)n3n2)CCCC1	10.8
83	CCCn1c(SCC(=O)Nc2c(CC)cccc2CC)nnc1-c1ccccn1	31.0
84	O=[N+]([O-])c1cc(Cc2cc([N+](=O)[O-])c3cccnc3c2O)c(O)c2ncccc12	-16.4
85	O=S(=O)(O)c1ccc2c(N=Nc3c(O)ccc4ccccc34)cccc2c1	75.3*
86	COCc1nnc(NC(=O)c2ccc(Cl)c(Cl)c2)s1	-27.8
87	CCc1cccc(C)c1NC(=O)COc1ccc(S(=O)(=O)N2CCCC2)cc1	1.6
88	CNC(=O)CSc1nnc(-c2ccc(OC)c(OC)c2)n1C	-15.2
89	CCN1CCCC1CN(Cc1ccccn1)Cc1nccn1C (stereo unspecified)	12.1
90	Cc1ccc(OCC(=O)Nc2ccc(N3CCN(C(=O)C(C)C)CC3)c(Cl)c2)cc1	-56.8

Next part.
nr	Compound	EP2 mod
91	CCN(CC)CCNc1nc2c(c(=O)n(C)c(=O)n2C)n1CCc1ccccc1	-27.0
92	CC(C)NC(=O)c1cc(-c2ccccc2Cl)on1	-99.1
93	Cc1cc2cc(C(c3nnnn3C3CCCC3)N3CCC(Cc4ccccc4)CC3)c(=O)[nH]c2cc1C (stereo unspecified)	11.9
94	COc1cc(OC)cc(C(=O)N(Cc2cc3ccc(C)cc3n3nnnc23)C2CCCC2)c1	33.9
95	COc1ccc(CC(=O)Nc2nnc(Cc3ccc(OC)c(OC)c3)s2)cc1	23.5
96	O=C(Cn1ncc2cccn2c1=O)Nc1ccccc1N1CCOCC1	-9.1
97	CC(c1cccc(F)c1)n1cc(C(=O)NCc2cccnc2)nn1 (stereo unspecified)	-11.5
98	CCc1cc2cccc(C)c2nc1SCC(=O)Nc1cc(OC)ccc1OC	62.7*
99	COC(=O)c1ccc(Cl)c2c1C1C=CCC1C(c1cccnc1)N2 (stereo unspecified)	14.2
100	COc1ccc(-c2cnc(NC(=O)COc3ccc4nsnc4c3)n2C)cc1	-20.6
101	COc1cc(C(=S)N2CCCCC2)ccc1OC(=O)/C=C/c1ccccc1	-19.5
102	O=C(CCCl)Nc1cc(-c2nc3ccccc3o2)ccc1Cl	-5.0
103	CC1CCN(C(=O)c2cc(-c3ccccc3)on2)CC1	-28.2
104	Cc1cc(Br)ccc1NC(=O)CSc1nnc(CN2CCOCC2)n1C	20.0
105	Cc1nn(CC(=O)N[C@H](Cn2nc(-c3cccs3)ccc2=O)C(C)C)c(C)c1C	-34.8

More records follow:
nr	Compound	EP2 mod
106	CCOC(=O)CNC(=O)CSc1nnnn1-c1ccccc1OC	11.2
107	CCN1CCN(S(=O)(=O)c2ccc(Cl)cc2)CC1	-2.7
108	CC(C)[C@H]1CN(Cc2ccccc2F)CCN1C(=O)c1cccnc1	-35.7
109	CC(C)(C)C(=O)c1cn(CC(=O)NCCc2ccccc2)c2ccccc12	-20.5
110	CCC(CC)C(=O)Nc1ccc(NC(=O)c2ccco2)cc1	-79.7
111	O=C(c1ccccc1F)N1CCC(Cn2nc(-c3ccc(F)cc3)ccc2=O)CC1	-45.5
112	COc1ccc(CC(=O)NC(c2ccc(F)c(F)c2)c2nccn2C)cc1 (stereo unspecified)	-42.3
113	CCc1cccc(CC)c1NC(=O)CN1CCC(n2nnc3cc(C(F)(F)F)ccc32)CC1	5.6
114	Cc1cc(OCc2nnc(SCC(=O)N3CCOCC3)o2)ccc1Cl	-62.5
115	Clc1ccccc1Cn1nnc2c(N3CCCc4ccccc43)ncnc21	56.0
116	COc1cccc(/C(O)=C2/C(=O)C(=O)N(CCN(C)C)C2c2ccc(C)o2)c1 (stereo unspecified)	11.4
117	COc1ccc(CN(Cc2ccc(CN3CCOCC3)o2)CC2CCCO2)cc1 (stereo unspecified)	1.1
118	COCCCn1c(C)nnc1SCC(=O)Nc1cccc(C)c1C	6.6
119	O=C(NC1(c2ccc3c(c2)OCO3)CCCC1)c1ccco1	2.1
120	Cc1cc(C)c2nc(SCC(=O)Nc3nc(C)c(C)s3)c(C)cc2c1	2.1

(continued)
nr	Compound	EP2 mod
121	CC(C)NC(=O)C1CCCN1S(=O)(=O)c1ccc(Cl)cc1 (stereo unspecified)	8.2
122	CON(C)C(=O)Cn1nc(C)n2c(cc3ccsc32)c1=O	-22.6
123	O=C(CSc1ncnc2sc3c(c12)CCC3)N1CCCCCC1	-53.6
124	O=C(CN1CCC(n2cnc3cccnc32)CC1)NCc1ccccc1F	-16.1
